From PubChem BioAssay
EPAC1 ag = activates human EPAC1 exchange factor; 0.073% of 360,000 active; Potency, µM (doses to about 154 µM), without a hit: at the highest dose activation, usual class: activators; O95398; EPAC1 agonist qHTS, biochemical assay; response scale: 100% = response to 6.5 mM cAMP; also: potency is read from the fitted curve at half-maximal effect; nearly all actives have a fitted effect of over 60% in size
Target sequence (O95398 whole entry, looked up): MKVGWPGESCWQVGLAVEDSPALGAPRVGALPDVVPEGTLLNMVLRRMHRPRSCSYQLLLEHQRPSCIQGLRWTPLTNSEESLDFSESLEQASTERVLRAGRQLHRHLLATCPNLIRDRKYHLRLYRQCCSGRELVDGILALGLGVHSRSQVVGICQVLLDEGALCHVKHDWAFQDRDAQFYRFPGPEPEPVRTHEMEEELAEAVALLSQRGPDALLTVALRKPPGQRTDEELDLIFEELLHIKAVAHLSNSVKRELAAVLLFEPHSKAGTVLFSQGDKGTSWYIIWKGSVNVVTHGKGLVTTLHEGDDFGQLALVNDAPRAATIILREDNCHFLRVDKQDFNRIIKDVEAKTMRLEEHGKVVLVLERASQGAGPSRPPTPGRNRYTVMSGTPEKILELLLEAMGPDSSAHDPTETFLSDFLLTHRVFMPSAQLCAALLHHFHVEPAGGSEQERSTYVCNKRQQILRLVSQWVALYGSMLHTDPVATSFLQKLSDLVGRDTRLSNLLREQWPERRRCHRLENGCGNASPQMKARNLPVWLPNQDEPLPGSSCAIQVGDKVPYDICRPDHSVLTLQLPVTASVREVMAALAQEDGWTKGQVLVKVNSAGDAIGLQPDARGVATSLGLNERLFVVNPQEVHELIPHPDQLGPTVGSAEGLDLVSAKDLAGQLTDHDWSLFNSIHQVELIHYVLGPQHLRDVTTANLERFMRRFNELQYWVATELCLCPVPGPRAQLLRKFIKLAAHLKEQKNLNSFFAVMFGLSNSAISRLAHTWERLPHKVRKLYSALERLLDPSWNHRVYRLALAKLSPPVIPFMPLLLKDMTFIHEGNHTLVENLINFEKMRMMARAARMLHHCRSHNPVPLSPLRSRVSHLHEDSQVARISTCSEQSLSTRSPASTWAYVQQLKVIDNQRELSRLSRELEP
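Nucleotide exchange by EPAC1 (100 nM) on Rap1B–BODIPY-GDP (250 nM) in the presence of 50 uM GDP is tracked fluorescently at 480/540 nm over 30 min. Signals are normalized to a 6.5 mM cAMP control.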
GLP-1R agonist = agonists of human GLP-1 receptor; P43220; Potency, µM (doses to about 45.6 µM), for the others: at the top dose activation, actives largely listed as activators; HEK293 GLP-1R CRE-luciferase, luminescence, 4-6 h; cells express a hypersensitive GLP-1R form; 0.007% of 380,000 active; also: potency is read from the fitted curve at half-maximal effect; % of control where 0% means no effect
PI5P4K alpha inh = inhibitors of human PI5P4K alpha; 1.2% of 330,000 active; max response, %; PI5P4Kalpha enzyme, ADP-Glo luminescence, 60 min; active compounds read low; P48426; active = max response of -50% or lower; inconclusive = between -30% and -50%; inactive = -30% or higher; also: value at the top dose of about 77 µM; % is scaled to controls: 0 for no effect and ±100 for the full control effect
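Compounds were pin-transferred onto PI5P4Kalpha and substrate in HEPES pH 7.4 buffer with EGTA, CHAPS and 5% DMSO. ATP (5 microM final) started the reaction, which ran 60 minutes at room temperature before ADP-Glo detection.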
EPAC1 antag = antagonists of human EPAC1 | 0.14% of 360,000 active | Potency, µM (top dose mostly 115 µM), for the others: at the highest dose activity change, negative = inhibition, hits mostly inhibitors | EPAC1 GEF assay, Rap1b-BODIPY-GDP exchange fluorescence;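 also: potency is read from the fitted curve at half-maximal effect; plate controls were vehicle for no effect and positive control for full effect; nearly all actives have a fitted effect of over 50% in size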
HEK293 tox = cytotoxic in the GLP-1 receptor inverse agonist counter-screen; HEK293 cAMP-luciferase reporter cells, luminescence, 24 h; Potency, µM (highest dose often 38.3 µM), inactives show at the top dose activity change, negative = inhibition, usual class: inhibitors; 0.13% of 410,000 active; AID 624418;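 also: loss of luciferase light is scored as toxicity; potency is read from the fitted curve at half-maximal effect; % is scaled to controls: 0 for no effect and ±100 for the full control effect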
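Step one: seed cells (200 cells/uL, DMEM with 10% Nu serum, 1% pen-strep). Step two: 12-hour incubation at 37 deg C. Step three: pin 23 nL compound, incubate 24 hr. Step four: add luciferase reagent, read luminescence 12 min later.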
PTHR1 agonist = PTHR1 (human) receptor agonism; HEK293 GP2 PTHR1 cells, GloSensor cAMP luminescence, 1 h; Potency, µM (top dose mostly 115 µM), without a hit: at the highest dose activation, most hits filed as activators; AID 743266; 0.075% of 410,000 active; Q03431; also: potency is read from the fitted curve at half-maximal effect; nearly all actives have a fitted effect of over 55% in size; some results filed as inactive show a strong effect at the top dose; inactives centre near -15; many of its hits are not listed in these tables
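HEK-293-derived GP2 cells expressing PTHR1 and a GloSensor cAMP reporter, 3,000/well, plated overnight, given luciferin plus IBMX (each 0.5 mM as added) for 1 h at 37 °C, then compound for 1 h at 37 °C. Luminescence was read after 15 min at room temperature.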
IL2 activator = activators of IL-2; activation, % (series mostly up to about 46 µM); AID 652025; IL-2 activation reporter assay, cell-based qHTS; stimulated with anti-CD3/CD4/CD28 beads; in transgenic mouse T cells; 0.065% of 360,000 active; in the data active = activation above about 50%; inconclusive = mostly about 30% to 49%; also: 0% is about no effect
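Screening format: compound pinned onto unstimulated transgenic mouse T cells, 60 min incubation, then anti-CD3/anti-CD4/anti-CD28 bead stimulation for 18 hours at 37 degrees C, followed by EGFP and DsRed detection.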
PLK1 PBD block = inhibitors of human PLK1 polo-box domain binding; Potency, µM, for the others: max response, negative = inhibition, hits mostly inhibitors; Plk1 PBD binding of FITC phosphopeptide, fluorescence polarization; P53350; 2.8% of 360,000 active; also: potency is read from the fitted curve at half-maximal effect; series mostly up to about 57 µM; % is scaled to controls: 0 for no effect and ±100 for the full control effect; nearly all actives have a fitted effect of over 65% in size
GLP1R inv ag = inverse agonists of human GLP-1 receptor. P43220. HEK293 GLP-1R CRE-luciferase, luminescence, 24 h; GLP-1R form is constitutively active. Potency, µM (doses to about 38.3 µM), without a hit: top-dose activity change, negative = inhibition, actives largely listed as inhibitors. 1.6% of 410,000 active. AID 624417; also: potency is read from the fitted curve at half-maximal effect; % is scaled to controls: 0 for no effect and ±100 for the full control effect; nearly all actives have a fitted effect of over 55% in size
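Inverse agonists were sought by their lowering of basal cAMP reporter luciferase output in HEK293 cells stably carrying constitutively active human GLP-1R, after 24 h compound treatment.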
Active calls of the source: *; i = inactive; ? = inconclusive; . = not tested or not shown; [ ] = another dose, or the depositor's remark. Unless noted, calls follow the shape of the dose curve; as a rule, active = well fitted curve in the direction sought with a large enough effect; inconclusive = small, poorly fitted or top-dose-only effect, or another doubt; inactive = no such curve, though single readings can be large; an effect the other way counts as inactive or inconclusive. Some of the compounds tested; rates above refer to the full screens.

SMILES	EPAC1 ag	GLP-1R agonist	PI5P4K alpha inh	EPAC1 antag	HEK293 tox	PTHR1 agonist	IL2 activator	PLK1 PBD block	GLP1R inv ag
CN(C)C(=O)c1cccc(-c2cnc3c(NC=O)cc(-c4ccc(F)cc4)cn23)c1	5.5%	28.7%	-50.2*	-18.9%	-26.5%	-19.9%	-0.5	-19.5%	-23.2%
O=C(CNC(=O)c1cc(Cl)nc2ccccc12)Nc1ccccc1Br	-2.4%	0.6%	5.8	4.9%	-25.1%	i	0.1	-6.7%	-8.9%
O=C(CN1C(=O)NC2(CCCC2)C1=O)Nc1cccc(Cl)c1	3.1%	0.5%	-3.9	23.1%	-8.9%	i	-0.6	-5.6%	-22.9%
CCN(CC)c1ccc(NC(=O)CN2CCN(CC(=O)Nc3ccccc3F)CC2)cc1	-4.4%	-2.8%	-1.5	5.0%	-18.6%	i	-0.4	-0.2%	?
Cc1cc(C)n(-c2ccc(C(=O)OCC(=O)N3CCN(c4ccccc4)CC3)cc2)n1	-2.1%	9.5%	5.8	-10.4%	-16.8%	-33.9%[inhibitor]	-0.5	-3.4%	-9.0%
O=C(C[n+]1cccc2ccccc21)c1ccc(NC(=O)c2ccccc2)cc1	6.2%	-0.2%	-12.2	19.3%	4.5%	-10.9%	1.7	3.8%	-17.4%
O=C(CCC(=O)N1CCN(Cc2ccccc2)CC1)Nc1nnc(C2CCCCC2)s1	4.6%	2.9%	1.8	-3.7%	2.4%	-40.4%[inhibitor]	-2.1	-4.7%	-17.0%
Cc1cccc(NC(=S)N2CCN(c3ccccc3F)CC2)c1C	5.4%	-0.2%	-0.2	-11.3%	-10.5%	-0.4%	0.2	-2.8%	?
O=C(COc1ccc(C(=O)c2ccccc2)cc1)Nc1cccnc1	-0.5%	2.3%	-11.6	1.5%	10.1%	-55.0%[inhibitor]	-5.2	-9.4%	2.9%
O=C1C(=O)N(CCN2CCOCC2)C(c2cccnc2)/C1=C(/O)c1ccc(Cl)cc1 (configuration not stated)	4.4%	-1.0%	-0.7	9.6%	-7.9%	-2.4%	-0.3	-7.6%	16.7%
Cc1cccc(C)c1-n1nnnc1-c1nc2ccccc2[nH]c1=O	-15.0%	-0.7%	2.2	1.0%	52.0%[activator]	-23.8%	2.8	-5.6%	7.5%
CC[N+]1(C)CCC(O)(/C=C/c2ccccc2)C(C(=O)/C=C/c2ccccc2)C1 (configuration not stated)	-6.9%	-15.4%	-0.3	2.3%	?	-32.3%[inhibitor]	-5.7	?	10µM*
O=C(CCCc1ccccc1)NCCC1=CCCCC1	0.6%	8.3%	3.8	-1.9%	-2.6%	-52.3%[inhibitor]	0.3	-15.7%	?
C=CCSC1=N/C(=C\c2sccc2C)C(=O)S1	10.2%	1.1%	.	0.3%	-17.1%	i	-1.8	-5.8%	0.0%
c1ccc(CSc2nc3ncncc3[nH]2)cc1	3.7%	4.5%	1.6	-24.1%	13.9%	9.1%	-1.2	-21.8%	0.6%

Only HEK293 tox and EPAC1 ag, for some of the entries so far:
smiles | HEK293 tox | EPAC1 ag
O=C(CN1C(=O)NC2(CCCC2)C1=O)Nc1cccc(Cl)c1 | -8.9% | 3.1%
CC[N+]1(C)CCC(O)(/C=C/c2ccccc2)C(C(=O)/C=C/c2ccccc2)C1 (configuration not stated) | ? | -6.9%

Remaining list, next part
SMILES	EPAC1 ag	GLP-1R agonist	PI5P4K alpha inh	EPAC1 antag	HEK293 tox	PTHR1 agonist	IL2 activator	PLK1 PBD block	GLP1R inv ag
Cc1ccc2nc(SCC(=O)c3ccc4c(c3)OCO4)[nH]c2c1	10.8%	7.7%	.	15.9%	-16.5%	i	7.3	-13.6%	6.7%
NC(=O)C1=C[C@@H](c2csc3ccccc23)C[C@@H](OCc2ccc(CO)cc2)O1	-2.9%	2.9%	?	?	1.9%	i	-0.9	-17.5%	-6.0%
O=C1CN=C(Nc2ccccc2)N1Cc1cccs1	0.0%	11.2%	-1.6	12.9%	-4.8%	i	-2.3	0.8%	4.0%
COc1cccc2c(=O)n(CC(=O)NC3CCCCC3)ccc12	-0.7%	1.6%	-0.7	7.7%	-28.3%	-5.7%	-2.7	-4.4%	-12.0%
CCOC(=O)N1CCC(NS(=O)(=O)c2cc3c(cc2C)NC(=O)CO3)CC1	5.0%	2.0%	4.6	4.5%	4.6%	-57.5%[inhibitor]	0.1	-13.8%	9.6%
COc1ccccc1CC(=O)N1CCC(CCC(=O)NC2CC2)CC1	-13.5%	-2.5%	-9.5	-22.9%	1.5%	i	-3.5	-14.3%	21.8%
COc1cccc(NC(=O)CC2C(=O)NCCN2C(=S)Nc2ccc(F)cc2)c1 (configuration not stated)	4.1%	9.1%	1.6	2.5%	-3.0%	0.7%	2.2	-0.9%	?
O=C(Nc1ccc(S(=O)(=O)Nc2ncccn2)cc1)c1cccc([N+](=O)[O-])c1	7.7%	0.2%	-0.2	2.3%	6.9%	i	0.5	-7.2%	4.3%
CCOC(=O)C[C@H]1c2cc(C(F)(F)F)ccc2S(=O)(=O)N1Cc1ccccc1	-16.5%	5.1%	0.0	-18.9%	-0.6%	i	-0.3	-3.0%	-14.3%
O=C(CN1CCN(S(=O)(=O)c2ccc(Br)cc2)CC1)N/N=C/c1ccc(Cl)c([N+](=O)[O-])c1	1.6%	8.4%	-1.9	-6.7%	-9.5%	-9.7%	-2.8	-4.8%	?
C[C@H](CO)N1C[C@H](C)[C@@H](CN(C)Cc2ccncc2)Oc2ccc(NC(=O)CCCCCC(=O)Nc3ccccc3N)cc2C1=O	-0.4%	4.2%	-0.6	13.1%	6.2%	i	3.9	2.2%	31.2%
CC(C)(C)OC(=O)N/N=C/c1cccn1-c1ccc([N+](=O)[O-])cc1	-0.2%	10.6%	?	-9.6%	0.0%	-6.7%	0.2	-3.6%	-17.1%
O=C(CCc1ccccc1)NNC(=S)Nc1ccc(F)cc1	-3.0%	-2.3%	1.3	5.5%	5.7%[7.66 µM]	i	0.1	-4.8%	12.6%[7.66 µM]
CCS(=O)(=O)c1ccc(O)c(NC(=O)COc2ccc(OC)cc2)c1	7.1%	11.0%	-1.9	-22.6%	0.6%	i	-0.1	-3.8%	11.2%
C=CCc1ccccc1OCC(=O)O	-2.5%	-4.3%	2.4	1.2%	0.8%	i	-0.1	-10.8%	5.4%

Quoted from the listing.
C=CCc1ccccc1OCC(=O)O – GLP-1R agonist: -4.3%
COc1cccc(NC(=O)CC2C(=O)NCCN2C(=S)Nc2ccc(F)cc2)c1 (configuration not stated) – PLK1 PBD block: -0.9%

A draw from above in order of length of the SMILES, smallest number first.
SMILES	EPAC1 ag	GLP-1R agonist	PI5P4K alpha inh	EPAC1 antag	HEK293 tox	PTHR1 agonist	IL2 activator	PLK1 PBD block	GLP1R inv ag
COc1cccc2c(=O)n(CC(=O)NC3CCCCC3)ccc12	-0.7%	1.6%	-0.7	7.7%	-28.3%	-5.7%	-2.7	-4.4%	-12.0%
CCS(=O)(=O)c1ccc(O)c(NC(=O)COc2ccc(OC)cc2)c1	7.1%	11.0%	-1.9	-22.6%	0.6%	i	-0.1	-3.8%	11.2%
COc1cccc(NC(=O)CC2C(=O)NCCN2C(=S)Nc2ccc(F)cc2)c1 (configuration not stated)	4.1%	9.1%	1.6	2.5%	-3.0%	0.7%	2.2	-0.9%	?
CCOC(=O)C[C@H]1c2cc(C(F)(F)F)ccc2S(=O)(=O)N1Cc1ccccc1	-16.5%	5.1%	0.0	-18.9%	-0.6%	i	-0.3	-3.0%	-14.3%

Later entries.
SMILES	EPAC1 ag	GLP-1R agonist	PI5P4K alpha inh	EPAC1 antag	HEK293 tox	PTHR1 agonist	IL2 activator	PLK1 PBD block	GLP1R inv ag
CCCCNc1nc(Nc2ccc(C)c(Cl)c2)c2cnn(C)c2n1	-13.9%	-1.5%	15.8	2.3%	-15.3%	i	-4.3	3.8%	?
Nc1ncc(S(=O)(=O)c2ccc(Cl)cc2)c(N)n1	-2.9%	3.7%	-4.5	11.3%	-8.4%	-0.9%	-2.6	4.3%	4.9%
CNCCC=C1c2ccccc2C=Cc2ccccc21	-15.6%	26.7%	-1.5	-5.4%	6.3%	i	-0.5	-12.9%	5.01µM*
O=C(NC(Nc1nc2ccc([N+](=O)[O-])cc2s1)(C(F)(F)F)C(F)(F)F)c1cccnc1	6.5%	0.4%	2.9	-25.5%	?	-92.0%[inhibitor]	-0.7	-2.7%	?
Cc1ccc(S(=O)(=O)Nc2ccc3c(c2)nc(C)n3C)cc1	-2.6%	2.1%	-7.9	-11.5%	4.1%	-0.8%	-0.3	0.1%	2.8%
O=C(OCC(=O)N1CCN(S(=O)(=O)c2ccc(Cl)cc2)CC1)c1cccc(OC(F)F)c1	?	-9.6%	-2.3	-7.8%	2.4%	i	-0.3	-7.9%	-8.1%
CC/C(=N\NC(=S)NC(C)C)c1ccc(OC(F)F)cc1	-3.0%	26.2%	-4.1	-23.9%	4.47µM*	i	-6.0	?	?
COc1ccc(C2=NN(Cc3ccccc3)C3C(=O)NC(=O)C23)cc1 (configuration not stated)	4.0%	1.7%	-2.1	-20.6%	-14.4%	-11.7%	0.3	-12.2%	-14.6%
COc1c(F)c(F)c(C(=O)Nc2c(C)cc(Br)cc2C)c(F)c1F	-4.6%	1.6%	5.7	2.6%	2.4%	i	-0.4	-0.1%	9.2%
CCNC(=O)C1CCCN(C(=O)c2cc(C)oc2C)CC1 (configuration not stated)	6.3%	0.8%	1.3	19.0%	-6.6%	2.8%	0.0	-4.7%	16.8%
CC(C)CNC(=O)C(=O)Nc1cc2c3c(c1)CCC(=O)N3CCC2	0.6%	7.4%	3.6	-22.4%	-2.1%	-3.5%	1.1	-16.7%	-4.1%
CCCCN(C)C(=O)c1cc2c(Cl)nc3ccccc3c2s1	14.1%	?	4.2	-9.7%	2.5%	-2.9%	-0.3	-7.3%	-21.0%
C=CCNC(=O)N1CCC(CO)(Cc2ccc(Cl)cc2)CC1	-7.4%	-1.0%	-4.4	7.4%	5.3%	i	-1.4	2.0%	-9.5%
COc1ccc(S(=O)(=O)NC(=O)C2(C)CCN2C(=O)Cc2ccccc2Cl)cc1OC (configuration not stated)	-16.4%	-0.3%	3.6	4.4%	5.8%	-10.6%	0.0	1.4%	-16.7%
